# High-throughput results (PubChem BioAssay)
# PHOSPHO1 block = PubChem AID 1565; recombinant PHOSPHO1, absorbance phosphatase assay; actives 1.1% (n = 290,000); Phosphoethanolamine/phosphocholine phosphatase (Homo sapiens), Q8TCT1; inhibition, % at 13.3 µM; in the data active = inhibition above about 60%
# Target sequence (Q8TCT1 whole entry, looked up): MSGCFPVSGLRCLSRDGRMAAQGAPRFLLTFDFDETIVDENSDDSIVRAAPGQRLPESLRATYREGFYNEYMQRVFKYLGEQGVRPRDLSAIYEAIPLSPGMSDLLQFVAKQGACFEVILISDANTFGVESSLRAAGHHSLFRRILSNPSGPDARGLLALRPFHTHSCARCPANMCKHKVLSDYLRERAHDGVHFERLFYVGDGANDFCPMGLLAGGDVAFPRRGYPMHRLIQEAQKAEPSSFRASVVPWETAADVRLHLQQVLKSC
# GalR3 antagonist = GalR3 antagonists in HEK293 cells, primary screen, cell-based, fluorescence readout; actives 0.44% (n = 360,000); HEK293 GalR3-CNG cAMP membrane potential fluorescence; galR3 body fused to GalR1 C-terminus; inhibition, % at 3 µM; Galanin receptor type 3 (Homo sapiens), O60755;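 active = inhibition above the screen-wide average plus 3 SD, cut at about 13% in these data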;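 note: forskolin and galanin both at EC90 stimulate the cells; cAMP rise reported by CNG channel membrane potential dye signal; 0% = forskolin plus galanin with DMSO and 100% = forskolin alone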
# GPR7 antagonist = GPR7 receptor antagonists, primary screen, cell-based, fluorescence, single concentration; GPR7-expressing cells, fluorescence antagonist assay; actives 1.1% (n = 290,000); Neuropeptides B/W receptor type 1 (Homo sapiens), P48145; AID 1861, 2009; inhibition, % at 4.4 µM; in the data active = inhibition above about 16%, passing the limit was not always enough;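 note: cells stimulated with the agonist NPW; 0% = agonist with vehicle and 100% = vehicle without agonist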
# Target sequence (P48145 whole entry, looked up): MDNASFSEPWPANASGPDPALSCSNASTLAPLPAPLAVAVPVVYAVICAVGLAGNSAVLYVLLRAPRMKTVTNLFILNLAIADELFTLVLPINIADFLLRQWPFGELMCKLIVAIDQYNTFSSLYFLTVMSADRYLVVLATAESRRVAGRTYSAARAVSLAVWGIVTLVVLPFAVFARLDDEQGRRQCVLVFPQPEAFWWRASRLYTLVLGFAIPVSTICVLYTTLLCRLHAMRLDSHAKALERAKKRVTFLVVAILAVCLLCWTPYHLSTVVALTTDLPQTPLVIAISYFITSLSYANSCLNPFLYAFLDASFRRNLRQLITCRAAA
# OXTR agonist = human OXTR agonists, primary screen, fluorescence, CHO-OTR cells, Fluo-8 calcium; Oxytocin receptor (Homo sapiens), P30559; Fluo-8 calcium fluorescence; normalized: DMSO 0%, oxytocin 100%; activation, % at 3 µM; actives 0.32% (n = 320,000);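 active = activation above the mean of all tested compounds plus 3 SD, cutoff set per screening run, cut at about 20% in these data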;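 note: peak over basal fluorescence ratio from a 100 s FLIPR kinetic read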
# V1R ag counter = agonists of human V1a receptor, primary screen, counter-screen for OXTR agonist project, fluorescence, CHO-V1R cells; Fluo-8 calcium fluorescence, agonist mode; 0% DMSO, 100% 3 nM vasopressin; activation, % at 3 µM; actives 0.25% (n = 320,000);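 active = activation above the mean activation of all tested compounds plus 3 SD, per screening run, cut at about 20% in these data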;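 note: signal is peak over basal fluorescence ratio across a 100 second FLIPR read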
# Target sequence (P37288 whole entry, looked up): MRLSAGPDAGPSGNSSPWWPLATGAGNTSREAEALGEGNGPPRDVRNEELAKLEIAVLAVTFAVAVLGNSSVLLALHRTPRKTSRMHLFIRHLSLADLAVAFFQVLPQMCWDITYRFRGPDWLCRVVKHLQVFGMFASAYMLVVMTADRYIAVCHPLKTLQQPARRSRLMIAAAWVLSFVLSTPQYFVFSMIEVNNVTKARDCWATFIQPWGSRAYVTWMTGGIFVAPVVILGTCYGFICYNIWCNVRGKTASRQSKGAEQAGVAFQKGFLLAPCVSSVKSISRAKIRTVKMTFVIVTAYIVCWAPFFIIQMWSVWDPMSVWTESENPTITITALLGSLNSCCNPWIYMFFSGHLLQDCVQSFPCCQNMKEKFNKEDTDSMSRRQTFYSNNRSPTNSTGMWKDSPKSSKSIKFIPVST
# DNA FID counter = compounds displacing fluorescent DNA intercalator, primary screen, artefact control for HCV NS3 helicase inhibitor project, biochemical, FID fluorescence; DNA fluorescent intercalator displacement; actives 0.17% (n = 290,000); inhibition, % at 7.9 µM; AID 1845, 2009; in the data active = inhibition above about 37%;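 note: 0% = vehicle and 100% = reference compound; higher means more ethidium bromide displaced from hairpin DNA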
# NS3 helicase inh = inhibitors of HCV NS3 helicase, primary screen, biochemical, Cy5 molecular beacon fluorescence | inhibition, % at 10.9 µM | AID 1800, 2009 | NS3 helicase DNA unwinding | actives 0.56% (n = 290,000);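 active = inhibition above the mean of all tested compounds plus 3 SD, set per campaign, cut at about 35% in these data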;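 note: 0% = DMSO wells and 100% = thioflavine S control wells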
#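 Assay system – hepatitis C virus NS3 helicase domain fragment enzyme · Buffer or medium – MOPS pH 6.5, MgCl2, DTT, Tween20, BSA · Reagent – Cy5/quencher beacon DNA duplex and ATP to start · Compound – single 10.9 µM dose · Timing – 1 h at 25 °C · Technique – Cy5 beacon fluorescence read at start and 1 h · Measure – % inhibition of unwinding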
# VIM-2 inh = VIM-2 metallo-beta-lactamase inhibitors, primary screen, biochemical, epi-absorbance readout, Pseudomonas aeruginosa enzyme | purified VIM-2, nitrocefin hydrolysis, epi-absorbance fluorescence | inhibition, % at 5.6 µM | actives 0.89% (n = 290,000) | AID 1527, 2009;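 active = inhibition above the mean of all tested compounds plus 3 SD, cutoff set per screening run, cut at about 7.5% in these data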;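 note: red hydrolysis product quenches plate fluorescence so inhibitors raise well fluorescence; 0% = enzyme with DMSO and 100% = DMSO without enzyme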
# IMP-1 inhibitor = IMP-1 metallo-beta-lactamase inhibitors, primary screen, biochemical, epi-absorbance readout, Pseudomonas aeruginosa enzyme; inhibition, % at 5.6 µM; actives 0.45% (n = 290,000); purified IMP-1, nitrocefin hydrolysis, epi-absorbance fluorescence;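 active = inhibition above the mean plus 3 SD of all compounds in the same screening run, cut at about 4.5% in these data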;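 note: 0% = IMP-1 with DMSO and 100% = DMSO wells lacking enzyme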
#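 System – purified recombinant IMP-1 beta-lactamase · Input – IMP-1 dispensed at 0.2 nM · Timing – 15 min preincubation plus 25 min reaction at 25 °C · Signal – Epi-absorbance fluorescence, 480 nm excitation, 530 nm emission · Measure – percent IMP-1 inhibition derived from blank-referenced optical density · Controls – Enzyme-plus-DMSO low control, enzyme-free DMSO high control · Replication – singlicate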
# The depositor's hits bear a star; / = no result given.
# Values run as follows: PHOSPHO1 block, GalR3 antagonist, GPR7 antagonist, OXTR agonist, V1R ag counter, DNA FID counter, NS3 helicase inh, VIM-2 inh, IMP-1 inhibitor
CCOC(=O)c1c(/N=C/N(C)C)sc(/C=N/Nc2ccccc2)c1-c1ccccc1
 : -1.5, -1.5, 1.0, -2.1, 0.3, -12.3, 14.6, 1.8, 0.6
Oc1ccc(Nc2nc(-c3cccnc3)cs2)cc1
 : 20.1, /, 7.9, -1.2, -0.3, -4.0, -6.0, 3.0, -1.6
COc1cccc(-c2csc(NC(=O)C3CC3)n2)c1
 : 6.4, 0.6, -8.2, -0.9, -0.7, -4.8, -8.2, -0.2, -1.7
CNC(=O)N(O)C1N(c2ccccc2)C(=S)SC1(C)C (stereo unspecified)
 : -9.4, 3.7, -9.8, 1.3, 0.1, -8.0, 2.1, -3.0, -0.6
O=C(CCS(=O)(=O)c1ccc(Br)cc1)NCCc1ccccc1
 : 28.3, -6.8, -10.5, -0.4, -1.5, -18.0, 7.8, -0.3, 1.9
O=C(C1=C(O)C(=O)N(Cc2cccnc2)C1c1ccccn1)c1cccs1 (stereo unspecified)
 : 37.8, -4.8, -3.4, 0.9, 0.8, -2.7, 1.0, 16.2*, -3.7
O=S(=O)(Cc1cc(Oc2ccccc2)nc(-c2ccccc2)n1)c1ccccc1
 : -5.2, -3.4, -10.1, 1.5, 2.5, -1.1, -4.4, 0.8, 3.6
O=C(Nc1ccc2oc(-c3ccncc3)nc2c1)c1ccccc1
 : -9.8, -4.9, 3.0, 0.2, 0.1, -0.3, -9.5, 0.2, -1.9
CCCCNC(=O)C1C2C=CC3(CN(Cc4ccccc4Cl)C(=O)C13)O2 (stereo unspecified)
 : 6.0, -6.2, -6.3, -0.7, -1.5, -10.6, -3.5, -0.7, -4.3
CCc1cc2c(=O)[nH]cnc2s1
 : 23.5, -1.2, -7.5, 0.2, 0.8, -5.0, 0.7, -1.3, -3.7
CCCn1c(=NC(=O)c2ccco2)c(C(=O)OCC)cc2c(=O)n3ccccc3nc21
 : 16.1, -1.0, -5.4, -0.2, 1.0, -1.6, 6.0, 2.7, -4.0
Nc1nc2n(n1)C(=O)CC(c1ccccc1[N+](=O)[O-])N2 (stereo unspecified)
 : 16.2, -6.0, -2.2, 0.4, 0.4, 10.0, -0.6, -1.5, -2.5
C=CCNC(=O)C12CCC(C)(C(=O)C1Br)C2(C)C (stereo unspecified)
 : -6.7, -3.9, -13.2, -0.2, 0.0, -7.4, 4.6, -2.1, -2.1
Cc1cc(C)n(CC(=O)N/N=C/c2ccco2)n1
 : 54.2, -3.2, -1.9, 0.3, 0.2, 2.1, 0.8, -3.3, -1.8
O=C(N/N=C/c1cc([N+](=O)[O-])ccc1O)c1cccc(N2CCCC2=O)c1
 : 19.0, -1.1, -6.0, -0.7, 0.8, -20.1, 9.3, -4.2, -4.9
COc1ccc(C)cc1S(=O)(=O)N1CCN(C(=O)c2ncoc2-c2cccc(F)c2)CC1
 : 31.9, -6.1, -2.2, 2.6, 1.8, -35.3, -4.5, 1.2, 0.2
CC(C)CCNC(=O)c1ccc(Cn2c(=S)[nH]c3ccccc3c2=O)cc1
 : 17.5, 7.8, 4.5, -1.9, -0.9, -23.6, -9.4, -2.7, -3.8
CCCCSc1nc(C)c(CC(=O)OC)c(=O)[nH]1
 : 19.3, -4.8, -6.5, -0.9, 0.2, -0.2, 2.0, 0.7, -1.0
Clc1ccc(-c2cn3nc4c(nc3n2)CCCC4)cc1
 : 88.2*, -1.1, -2.4, 1.6, 3.5, 2.7, 8.1, -2.5, 0.0
CS(=O)(=O)N(CCc1ccccc1)CC(=O)N1CCN(c2ccc(F)cc2)CC1
 : -8.3, -2.7, -5.7, 7.8, 5.1, -30.1, -2.5, -0.3, -3.3
COc1ccccc1NS(=O)(=O)c1cccc(C(=O)N(C)Cc2cccs2)c1
 : 27.0, -2.4, -5.3, 2.0, 5.9, -30.6, -2.0, -0.4, -1.7
CS(=O)(=O)c1cnc2c(-c3ccc(F)cc3)cnn2c1N
 : 14.7, -4.8, 0.4, 6.8, 1.6, -2.8, 12.5, -3.5, -2.5
COc1ccc(CC(=O)NNC2=Nc3cccc4cccc2c34)cc1
 : 21.9, 2.3, -5.3, 0.1, -0.4, -4.3, 3.5, 3.4, -2.7
Cc1ccc(S(=O)(=O)N(C)C)cc1NC(=O)COC(=O)/C(=C/c1ccc(F)cc1)c1cccs1
 : -4.6, 2.3, 0.8, -0.7, 1.3, -22.6, -13.2, -2.6, 0.1
CCOC(=O)C1(Cc2cccc(F)c2)CCN(C2CCOCC2)CC1
 : 9.5, -2.4, -2.8, 0.8, 0.2, -2.2, 2.0, -1.8, -2.1
CCOC(=O)c1ccccc1NC(=O)C1CCCO1 (stereo unspecified)
 : /, -7.1, -12.3, -1.9, -0.4, -7.7, 5.5, -2.9, -3.1
CCN1CCN(CCC(=O)Nc2ccccc2)CC1
 : 34.3, -6.5, -2.4, /, /, -2.5, 6.5, -0.5, -2.0
CCCCC(=O)Nc1ccc(C(=O)Nc2ccc(S(=O)(=O)Nc3ccc(C)cc3)cc2)cc1
 : 0.7, -10.7, -10.4, 1.7, 2.2, -1.2, -3.4, 0.4, -2.8
CCN(C(=O)c1c(-c2ccccc2Cl)noc1C)C1CCCCC1
 : 24.0, -9.0, -8.2, -2.1, -1.2, -37.1, -4.5, -8.1, -5.2
Cc1ccc(-c2ccc(=O)n(Cc3cc(C)ccc3C)n2)cc1
 : 26.5, -11.0, -0.3, /, /, -26.9, -14.3, -1.5, -1.0
Cc1ccccc1NC(=O)CSc1n[nH]c(-c2ccco2)n1
 : 43.6, 3.4, -5.5, -0.9, 0.6, -5.6, 16.9, -6.8, -3.5
Cc1ccc(NC(=O)CN2C(=O)S/C(=C\c3ccccn3)C2=O)cc1C
 : 21.8, 0.7, -5.3, /, /, 0.2, -1.7, -3.8, -1.9
O=C(NC1CC1)C1CCN(c2ncccn2)CC1
 : 46.2, -9.2, -15.1, -0.3, 0.0, -1.8, 2.9, -4.3, -2.1
CCOC(=O)C[N+](C)(C)CCOC1CC2CCC1(C)C2(C)C (stereo unspecified)
 : 36.7, -3.5, 8.9, 0.0, -0.3, 20.3, -9.7, 0.5, -2.9
O=C(O)c1ccccc1NCc1ccsc1
 : 29.2, -10.5, -12.6, /, /, -5.5, 7.1, -1.6, -2.8
COc1cccc(-c2nnc(NC(=O)c3ccc(S(=O)(=O)N4CC(C)OC(C)C4)cc3)o2)c1 (stereo unspecified)
 : 11.6, 0.1, 7.4, -1.9, -0.4, -9.3, 11.2, -1.4, -1.0
CN(Cc1ccco1)C(=O)C1CCC(=O)N1Cc1ccc(F)cc1 (stereo unspecified)
 : 1.5, -0.8, -2.3, 0.4, 0.8, -3.4, 5.3, -2.1, 0.9
Cn1cnnc1SC1CCCCC1NS(=O)(=O)c1ccccc1 (stereo unspecified)
 : 20.7, -6.5, -14.1, 1.7, 0.8, -7.5, -1.7, -1.1, -2.7
COc1ccc(-n2c(SCC(=O)C(C)(C)C)nc3c(sc(=S)n3-c3ccccc3)c2=O)c(OC)c1
 : 42.2, -2.6, 8.4, -0.1, 0.6, -13.3, 7.9, -1.7, -0.7
COC(=O)c1nc2ccccc2s1
 : 26.5, -1.2, -12.6, -0.9, 0.1, 1.6, 5.1, -1.8, -2.9
CCCc1cc2c(=O)c(-c3ccc4c(c3)OCCO4)coc2cc1OS(C)(=O)=O
 : -1.3, -7.1, 11.3, -0.9, 1.3, -5.7, 0.1, -3.0, -2.9
COc1ccccc1/C=C/C(=O)NCC(=O)N=Nc1c(O)[nH]c2ccccc12
 : 6.9, -3.5, 4.8, -1.1, 0.2, -15.6, -29.0, -3.0, 1.9
CC(=C/c1ccc(C(C)C)cc1)/C=N/NC(=O)CSc1ccccn1
 : 7.4, -5.3, -8.0, -1.2, 0.8, -23.3, -0.7, -4.4, -4.8
CCOC(=O)c1cc(C#N)c(SCC(=O)OC)[nH]c1=O
 : -0.5, -4.7, 7.5, 0.4, 1.0, -0.7, -0.8, 0.6, -1.7
O=C(CCNC(=O)c1ccccc1Cl)Nc1cc(S(=O)(=O)N2CCOCC2)ccc1N1CCCC1
 : 33.4, -5.8, -14.5, 0.0, 0.5, -15.9, -6.0, -1.0, -2.8
Cn1c(=O)c2c(nc(CN3CCN(c4ccccc4)CC3)n2CCc2ccccc2)n(C)c1=O
 : /, -1.2, -13.7, -2.2, -2.1, -11.1, 5.7, -1.7, -3.3
CC(C)Oc1ccc(-c2cc(C(=O)NCCN3CCOCC3)c3ccccc3n2)cc1
 : -26.5, -2.9, 17.6, -0.4, 0.0, 9.2, -20.2, -1.6, -1.8
CCOc1cc(C(=O)Nc2cc(C)on2)cc(OCC)c1OCC
 : -1.2, -4.0, 5.1, -2.6, -1.6, -20.9, 2.3, -2.0, -2.7
CC(Oc1cccc(Cl)c1)c1ccnc2nc(/N=C/N(C)C)nn12 (stereo unspecified)
 : -24.6, -8.8, -12.4, -0.4, 0.5, -7.2, 1.4, -1.6, -3.1
COc1ccc(N2CCN(C(=O)c3ccc(-n4nc(C)cc4C)cc3)CC2)cc1
 : -38.0, -2.4, 12.8, -0.5, 2.4, -22.4, 4.4, 1.2, -0.2
COc1cc(/C=N/O)ccc1OCc1ccc([N+](=O)[O-])cc1
 : 5.6, -4.7, 1.2, -0.3, 3.4, -1.3, -9.3, -3.5, -3.9
O=C(CN(Cc1ccccc1)C(=O)CCC(=O)Nc1ccccn1)NCCc1ccccc1
 : 32.3, -6.6, -3.5, -0.1, 0.2, -39.9, -3.9, -2.1, -2.2

# 5 entries from above in another layout:
canonical_smiles	PHOSPHO1 block	GalR3 antagonist	GPR7 antagonist	OXTR agonist	V1R ag counter	DNA FID counter	NS3 helicase inh	VIM-2 inh	IMP-1 inhibitor
Cn1c(=O)c2c(nc(CN3CCN(c4ccccc4)CC3)n2CCc2ccccc2)n(C)c1=O	/	-1.2	-13.7	-2.2	-2.1	-11.1	5.7	-1.7	-3.3
CC(C)Oc1ccc(-c2cc(C(=O)NCCN3CCOCC3)c3ccccc3n2)cc1	-26.5	-2.9	17.6	-0.4	0.0	9.2	-20.2	-1.6	-1.8
CCOc1cc(C(=O)Nc2cc(C)on2)cc(OCC)c1OCC	-1.2	-4.0	5.1	-2.6	-1.6	-20.9	2.3	-2.0	-2.7
CC(Oc1cccc(Cl)c1)c1ccnc2nc(/N=C/N(C)C)nn12 (stereo unspecified)	-24.6	-8.8	-12.4	-0.4	0.5	-7.2	1.4	-1.6	-3.1
COc1ccc(N2CCN(C(=O)c3ccc(-n4nc(C)cc4C)cc3)CC2)cc1	-38.0	-2.4	12.8	-0.5	2.4	-22.4	4.4	1.2	-0.2
